PglD DTNB: inhibitors of Campylobacter jejuni PglD acetyltransferase. purified PglD enzyme, DTNB colorimetric CoA detection. inhibition, % at 12.5 µM. actives 0.098% (n = 360,000). AID 602405; in the data active = inhibition above about 16%, passing the limit was not always enough; inconclusive = no clear call, values can overlap the other calls; also: strong numbers were not always called active
RAD52 inh: inhibitors of human RAD52 DNA annealing; recombinant RAD52 DNA annealing, FRET fluorescence; actives 0.46% (n = 360,000); inhibition, % at 18.7 µM; AID 651710;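 active = every replicate showing at least 50% inhibition; inconclusive = mean inhibition at least 50% but not in every replicate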
Casp6 inh: blocks human caspase-6 cleavage activity; P55212; purified caspase-6, Z-VEID-R110 cleavage fluorescence; actives 0.53% (n = 350,000); inhibition, % at 12.5 µM;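 active = mean inhibition across replicates at least about 35%, with every replicate also reaching that limit, limit read from the data; inconclusive = only one of the two criteria met; inactive = neither criterion met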;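 also: 0% = median of neutral control wells and 100% = no fluorescence left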
Target sequence (P55212 24-179 limits assumed): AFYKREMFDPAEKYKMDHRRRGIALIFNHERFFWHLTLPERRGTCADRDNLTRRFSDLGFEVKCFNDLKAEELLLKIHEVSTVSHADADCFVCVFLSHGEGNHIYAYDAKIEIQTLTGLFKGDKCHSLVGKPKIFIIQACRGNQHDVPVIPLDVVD
Target sequence (P55212 194-293 limits assumed): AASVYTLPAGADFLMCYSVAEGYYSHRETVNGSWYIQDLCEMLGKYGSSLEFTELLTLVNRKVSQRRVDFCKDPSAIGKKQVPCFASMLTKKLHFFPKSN
E-sel inducer: E-selectin induction on HUVECs. P16581. HUVEC E-selectin immunofluorescence imaging; normalized: neutral wells 0, TNF-alpha wells 100. activation, % at 7.58 µM. actives 0.37% (n = 260,000);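 active = mean E-selectin-positive cell signal at least 10% of the positive control, reached in at least 60% of replicates, without over 20% cell loss; inconclusive = no rule given, readout overlaps actives, possibly toxicity-flagged; inactive = the rest, including those meeting only one limit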;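 also: in these data hits start at about 27%; measured in HUVEC primary endothelial cells; signal is the percent of cells scored E-selectin positive by PE staining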
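Material: HUVEC primary endothelial cells; Amount: 3,000 cells per well; Dosing: single concentration; Medium: EGM-2 growth medium on 0.1% gelatin-coated wells; Read-out basis: percent E-selectin-positive cells; Signal: immunofluorescence imaging; Control set: TNF-alpha, DMSO.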
ARNT TACC3 PPI: disrupts binding between human ARNT and TACC3; Q9Y6A5; AlphaScreen His-ARNT PAS-B/GST-TACC3 binding, luminescence; TACC3 fragment carries E629A point mutation; inhibition, % at 9.99 µM; actives 0.66% (n = 390,000);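 active = mean inhibition of replicates at least 50% and at least half of replicates each reaching 50%; inconclusive = half or more replicates reach 50% but mean below 50%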;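 also: 0% = complete ARNT plus TACC3 wells and 100% = ARNT alone without TACC3; many hits fall short of the cut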
RAD54 branch: blocks human RAD54 Holliday junction branch migration | Q92698 | FAM/BHQ fluorescence | inhibition, % at 10.4 µM | actives 0.14% (n = 360,000);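 active = mean normalized replicate activity at least 40 and at least half of replicates scoring 40 or more; inconclusive = only one of the two criteria met; inactive = mean below 40 and under half of replicates reaching 40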;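 also: 0% = median of neutral control wells and 100% = median of positive control wells; inhibitors cause a drop in the FAM fluorescence signal; in these data hits start at about 50%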
Target sequence (Q92698 whole entry, looked up): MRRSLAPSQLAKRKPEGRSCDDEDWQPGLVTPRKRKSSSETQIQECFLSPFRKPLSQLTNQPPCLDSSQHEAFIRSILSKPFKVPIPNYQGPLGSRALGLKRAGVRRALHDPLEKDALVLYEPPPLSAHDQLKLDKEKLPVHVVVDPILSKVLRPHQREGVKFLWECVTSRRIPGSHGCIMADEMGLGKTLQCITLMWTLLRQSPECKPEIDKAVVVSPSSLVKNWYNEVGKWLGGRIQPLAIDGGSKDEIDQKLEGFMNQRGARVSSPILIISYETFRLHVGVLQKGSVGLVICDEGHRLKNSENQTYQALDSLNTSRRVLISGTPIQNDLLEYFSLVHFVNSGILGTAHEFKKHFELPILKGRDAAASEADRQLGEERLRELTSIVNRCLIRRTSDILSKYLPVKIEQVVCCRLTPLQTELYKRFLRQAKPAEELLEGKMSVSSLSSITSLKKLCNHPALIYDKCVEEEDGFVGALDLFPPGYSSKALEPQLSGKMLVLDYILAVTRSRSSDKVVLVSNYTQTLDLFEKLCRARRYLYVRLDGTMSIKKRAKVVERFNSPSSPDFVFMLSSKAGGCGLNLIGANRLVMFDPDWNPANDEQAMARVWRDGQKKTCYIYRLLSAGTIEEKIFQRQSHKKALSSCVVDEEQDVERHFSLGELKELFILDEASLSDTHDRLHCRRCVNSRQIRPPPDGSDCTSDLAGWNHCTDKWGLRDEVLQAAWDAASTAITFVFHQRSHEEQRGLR
ERp5 inh: inhibitors of human ERp5; Q15084; ERp5 insulin aggregation, absorbance 650 nm, 90 min; inhibition, % at 9.99 µM; actives 0.05% (n = 350,000); AID 651711;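 active = mean replicate inhibition above about 25%, with every replicate also reaching it, limit read from the data, passing the limit was not always enough; inconclusive = only one of those two criteria met; inactive = neither criterion met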
esBAF inh: blocks esBAF chromatin remodeling in mouse ES cells | Bmi1-luciferase knock-in reporter, 24 h; 100% = twice the neutral-well signal | reporter increase, % at 12.5 µM | actives 2% (n = 350,000); in the data active = activation above about 40%; inconclusive = no clear call, values can overlap the other calls;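 also: 0% = median of the plate's neutral control wells and 100% = double that signal; a rise in the Bmi1 reporter signal indicates esBAF inhibition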
* marks the source's active call; other numbers are inactive results; ? = inconclusive; · = not tested or not shown; & = joins results of further samples.

Results follow in this order: PglD DTNB	RAD52 inh	Casp6 inh	E-sel inducer	ARNT TACC3 PPI	RAD54 branch	ERp5 inh	esBAF inh
CCOc1ccccc1NC(=O)C1CCCN(S(=O)(=O)c2ccc(OC)c(C)c2)C1 (centres undefined)
→ 1	·	·	·	2	5	·	-11
NS(=O)(=O)c1ccc(Nc2nc(-c3ccc(O)cc3)cs2)cc1
→ -3	·	·	·	19	-3	·	-5
CCOc1ccc(C)cc1S(=O)(=O)N1CCCCC1
→ 3	5	2	·	3	3	1	-1
CN1CCN(CCCOc2ccc(-c3ccccc3)cc2)CC1
→ -5	10	-16	·	-7	4	0	4
C#CCn1c(=NC(=O)CN2C(=O)CCC2=O)sc2cccc(OC)c21
→ ·	-17	2	-0.8	3	·	5	-1
Cc1cc(C)c2c(-n3cccc3)c(C(=O)NNS(=O)(=O)c3ccc(Br)cc3)sc2n1
→ -1	·	·	·	4	2	·	2
CCOC(=O)C1C(=O)NC(SCC(=O)Nc2nccs2)=C(C#N)C1c1ccccc1OCC (centres undefined)
→ 9	·	·	·	11	-46	·	-1
CCCN1C[C@H](C)[C@H](OC)CN(C)C(=O)c2cc(NC(=O)c3cccc(F)c3)ccc2OC[C@H]1C
→ -1	-10	-1	-0.1	-2	6	6	0
CCOC(=O)N1CCN(C(=O)c2ccccc2N(Cc2ccccc2)S(=O)(=O)c2ccccc2)CC1
→ -2	-2	10	·	3	1	1	0
COc1nc(NS(=O)(=O)c2ccc(C)cc2)nc(C)c1Cl
→ -10	·	·	·	-7	6	·	-3
C[C@@H]1CN([C@@H](C)CO)C(=O)Cc2cc(NC(=O)CCN3CCOCC3)ccc2O[C@H]1CN(C)Cc1ccncc1
→ 6	5	3	-3.6	-6	4	2	-1
O=C(Nc1ccccc1)N(C1=NCCC1)c1ccccc1
→ ·	-2	0	-0.1	-1	·	3	·
Brc1ccc(CN2CCCc3nc(-c4ccccc4)ccc32)cc1
→ ·	-27	0	0.7	·	·	3	·
S=C(NCCc1ccccc1)Nc1ccccc1Cl
→ 3	·	·	-0.3	-3	0	·	23
COc1ccc(S(=O)(=O)NC(C)C(=O)NCC2CCCO2)cc1OC (centres undefined)
→ 9	-11	-1	·	-10	6	0	4
CCCCN(C(=O)c1ccc(C)c(S(=O)(=O)N2CCOCC2)c1)c1c(N)n(CC(C)C)c(=O)[nH]c1=O
→ -1	-9	3	-0.2	-8	-5	-1	0
O=C(CSc1ncn(-c2ccccc2)n1)Nc1nccs1
→ -4	·	·	·	-4	8	·	0
O=C(OCc1ccccc1)N1CCC2CC1c1cc(NCCc3ccccc3)ccc12 (centres undefined)
→ -2	-3	1	0.7	-3	-3	0	16
COc1ccc(Cl)cc1NC(=O)CSc1nnc(Cn2c(=O)sc3ccccc32)n1C
→ 0	3	-1	0.7	·	3	-4	9
O=C(CN(C(=O)CCNC(=O)c1ccco1)c1ccccc1)NC1CCCC1
→ -1	·	·	·	-29	-2	·	5
COC(=O)c1ccc(N2CCN(S(=O)(=O)c3ccc(Br)cc3)CC2)c([N+](=O)[O-])c1
→ 2	·	·	0.4	1	4	·	·
C(=C\c1ccccc1)/C=N/n1cnnc1
→ 5	·	·	·	-3	-11	·	-15
COC(=O)c1ccc(COc2ccc(-c3nnn(CC(N)=O)n3)cc2)cc1
→ ·	-9	-2	·	-7	·	5	·
COC(=O)c1cc(Br)c(=O)n(Cc2ccc3c(c2)OCO3)c1
→ -4	·	·	·	-3	-9	·	-4
CCNC(=O)CC(=O)Nc1ccccc1C(=O)O
→ -5	·	·	·	12	-6	·	-2
Cc1cc(C)c(C#N)c(SCC(=O)Nc2ccccc2)n1
→ ·	-2	-2	·	-4	·	-10	·
C/C(=N/NC(=O)CNc1ccc(C)cc1)c1ccc(Cl)cc1
→ 0	·	·	·	3	-1	·	?
COc1ccccc1S(=O)(=O)N(C)C[C@H]1OCc2ccccc2-c2ccccc2C(=O)N([C@H](C)CO)C[C@H]1C
→ -2	-1	-2	0.1	15	-10	7	3
Cc1cc(OCC(=O)OCC(=O)N(C)Cc2ccccc2C)ccc1Cl
→ -3	-23	3	0.4	-6	-5	-2	-7
O=C(CCNS(=O)(=O)c1ccc(Br)s1)NCc1ccc2c(c1)OCO2
→ ·	-19	-2	·	-5	·	8	·

Next part (four carried over from the part before).
Results follow in this order: PglD DTNB	RAD52 inh	Casp6 inh	E-sel inducer	ARNT TACC3 PPI	RAD54 branch	ERp5 inh	esBAF inh
C/C(=N/NC(=O)CNc1ccc(C)cc1)c1ccc(Cl)cc1
→ 0	·	·	·	3	-1	·	?
COc1ccccc1S(=O)(=O)N(C)C[C@H]1OCc2ccccc2-c2ccccc2C(=O)N([C@H](C)CO)C[C@H]1C
→ -2	-1	-2	0.1	15	-10	7	3
Cc1cc(OCC(=O)OCC(=O)N(C)Cc2ccccc2C)ccc1Cl
→ -3	-23	3	0.4	-6	-5	-2	-7
O=C(CCNS(=O)(=O)c1ccc(Br)s1)NCc1ccc2c(c1)OCO2
→ ·	-19	-2	·	-5	·	8	·
C[C@H](CO)N1C[C@H](C)[C@@H](CN(C)C(=O)Nc2ccc(C(C)(C)C)cc2)OCc2cn(nn2)CCCC1=O
→ -1	2&-29	-1&0	5.4	-16	1	-1&5	8
CC(Sc1nnc(C(C)Oc2ccccc2F)o1)C(=O)NCc1ccc2c(c1)OCO2 (centres undefined)
→ 4	-5	3	·	-6	-11	0	-2
C#CCOc1c(Br)cc(/C=C2/C(=O)ON=C2C)cc1OC
→ 6	-10	7	·	-3	-4	3	-3
Cc1ccc(NCC(O)C(O)C(O)CO)c(N=Nc2ccccc2)c1C (centres undefined)
→ ·	-7	-6	5.6	1	·	-1	-7
C[C@H](CO)N1C[C@H](C)[C@H](CN(C)Cc2ccc3c(c2)OCO3)Oc2c(NC(=O)c3cnccn3)cccc2C1=O
→ -1	5	-2	7.4	-4	4	4	2
COc1ccc(OC)c(CCNC(=O)CS(=O)(=O)Cc2nc(-c3ccc(C)cc3)oc2C)c1
→ 3	-7	1	·	-2	6	2	-1
C[C@@H]1CCCCO[C@H](CN(C)C)[C@@H](C)CN([C@H](C)CO)C(=O)c2cc(NC(=O)Nc3ccc4c(c3)OCO4)ccc2O1
→ 0	-5	2	0.4	4	8	-3	-3
CCC[C@H]1CC(=O)C=C(c2ccsc2)ON1C(=O)OC(C)(C)C
→ 3	-17	11	-0.1	5	-16	-3	13
CCCC(=O)Nc1nnc(/C=C/c2ccccc2)s1
→ 4	-7	1	0.3	0	3	0	40
O=C(NCc1cccc(Cl)c1)c1cccc(S(=O)(=O)N2CCCCC2)c1
→ -1	-2	2	-0.3	-10	-7	2	10
C/C(=N/NC(=O)c1ccc(-c2ccccc2)cc1)c1cc(O)cc(O)c1
→ -1	-21	1	0.4	9	2	-1	-1
Cc1ccc(N=C2N=C(N)c3ccccc32)c(C)c1
→ 0	·	·	·	5	-1	·	7
COc1ccc([C@H]2CC(=O)C=C(c3ccc4c(c3)OCO4)C2)cc1OC
→ 2	-11	2	0.2	-3	0	4	-5
COc1ccc(CNC(=O)C2Cc3c(-c4cccc(C(C)=O)c4)ccnc3O2)cc1OC (centres undefined)
→ 2	-9	4	-0.2	·	10	-8	3
CCS(=O)(=O)NCC[C@H]1CC[C@H](NC(=O)C2CCOCC2)[C@H](CO)O1
→ 6	-15	2	-0.1	-2	-1	6	0
Cc1oc2cc3oc(=O)c(CCC(=O)NCCCC(=O)O)c(C)c3cc2c1C
→ 4	-11	1	0.3	-6	-9	3	-5
CN(C)C(=O)[C@@H]1[C@@H](CO)[C@@H]2Cn3c(ccc(-c4cccnc4)c3=O)[C@H]1N2C(=O)NC1CCCC1
→ -1	5	3	0.1	-1	0	6	0
COc1ccc(S(=O)(=O)Nc2cccc3c2O[C@@H](CN(C)Cc2ccc(C(F)(F)F)cc2)[C@H](C)CN([C@H](C)CO)C3=O)cc1
→ -2	-1	1	0.0	7	-2	-6	2
CN1CCN(NC(=O)CN(C)S(=O)(=O)c2cc(Cl)ccc2Cl)CC1
→ 1	-6	0	·	-9	1	-7	2
Cc1ccc2nc(C3CCCN(C(=S)Nc4cccc(C)c4C)C3)[nH]c2c1 (centres undefined)
→ -1	·	·	·	-5	-11	·	5
C/C=C/c1ccccc1[C@H]1[C@H](C#N)N(C(C)=O)[C@H]1CO
→ ·	2	-1	0.1	·	·	-1	·
COc1ccc2c3c(n(C)c2c1)[C@@H](CO)N(Cc1ccccc1F)CC31CCN(C(=O)C2CC2)CC1
→ ·	-94	-6	-0.2	·	·	5	·
Cc1ccc(NS(=O)(=O)c2cc3c4c(cccc4c2)C(=O)NC3=O)cc1C
→ -4	-74	2	0.2	0	-10	0	-7
CC(C)NC(=O)c1ccc(S(=O)(=O)N(C)C)cc1
→ 6	-12	-4	0.4	-7	3	2	-3
N#CCSc1nnc(COc2cccc3ccccc23)n1-c1ccccc1
→ 2	·	·	·	-3	-8	·	-3
COc1ccccc1NC(=O)Nc1ccc2c(c1)C(=O)N(C)C[C@@H](OC)[C@H](C)CN[C@@H](C)CO2
→ 1	2	1	-0.1	-2	4	1	1
Cn1c(-c2ccc(N)cc2)nc2ccccc21
→ -6	·	·	·	3	-5	·	24
N#C[C@H]1[C@H](c2ccc(-c3cccnc3)cc2)[C@@H](CO)N1C(=O)C1CC1
→ -2	2	-2	-0.4	-1	-15	-6	-1
CCc1cccc(C)c1NC(=O)c1ccc(CN2CCc3ccccc3C2)cc1
→ ·	-3	-1	·	-15	·	1	·
CN(C(=O)CO/N=C/c1ccc(Cl)cc1)c1ccccc1
→ 6	-8	-2	·	-5	2	-4	1

Other compounds follow.
smiles	PglD DTNB	RAD52 inh	Casp6 inh	E-sel inducer	ARNT TACC3 PPI	RAD54 branch	ERp5 inh	esBAF inh
COc1ccc(-c2coc3c(C(=O)NCC4CC4)cccc23)c(C)c1	-4	-7	1	-0.3	·	0	2	1
Cc1ccc(S(=O)(=O)Nc2cccc3c2O[C@H](CN(C)Cc2ccc(C(=O)Nc4ccccc4N)cc2)[C@H](C)CN([C@H](C)CO)C3=O)cc1	11	-2	1	2.6	3	8	-4	-16
CC(C)C(=O)Nc1nc2cc3c(cc2s1)OCO3	-1	-11	-1	-0.1	1	8	0	68*
CC1CCCN(CC(O)COCc2ccccc2)C1 (centres undefined)	4	-16	-1	0.8	-1	1	1	-2
C[C@H]1CN([C@@H](C)CO)C(=O)c2cc(C#CCc3ccccc3)cnc2O[C@@H]1CN(C)CC1CCCC1	-1	-5	0	-0.3	3	-6	9	-7
O=C(NCC(=O)N1CCN(c2ccccc2F)CC1)c1ccco1	-7	-18	-2	·	·	-4	6	15
CCOC(=O)C1(CCCc2ccccc2)CCN(C(=O)c2cnn(CC)c2)CC1	-3	-3	3	·	-5	3	-3	-3

Bioassay records deposited in PubChem by Broad Institute.

Hits appear at their usual frequency. About 3.2% of those tested had a hit in this group.
